RAD52 anneal inh – RAD52 DNA annealing inhibitors, primary screen, biochemical, FRET, single point, set 2; DNA repair protein RAD52 homolog (Homo sapiens), P43351; AID 651710, 2012; recombinant RAD52 DNA annealing, FRET fluorescence; 360,000 compounds, 0.46% hits; inhibition, % at 18.7 µM;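 active means every replicate showing at least 50% inhibition; inconclusive means mean inhibition at least 50% but not in every replicate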
esBAF inh – Bmi1 luciferase reporter increase in mESCs, primary screen, esBAF inhibitor project, mouse ES cells, Bmi1 luciferase knock-in, single point; 24 h; 100% = twice the neutral-well signal; reporter increase, % at 12.5 µM; 350,000 compounds, 2% hits; in the data active means activation above about 40%; inconclusive means no clear call, values can overlap the other calls;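 further: 0% = median of the plate's neutral control wells and 100% = double that signal; a rise in the Bmi1 reporter signal indicates esBAF inhibition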
FN deposition inh – inhibitors of fibronectin matrix deposition, primary screen, AH1F cells, Alexa488-fibronectin fluorescence, plate reader; inhibition, % at 12.6 µM; 350,000 compounds, 0.086% hits; AID 743247, 2014; AH1F fibroblasts, overnight;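 active means mean inhibition across replicates of 30% or more, regardless of how many single replicates reach that level; inconclusive means mean under 30% yet at least half of replicates reach 30%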;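 further: positive control wells lacked labelled fibronectin entirely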
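Material: AH1F fibroblast monolayer depositing Alexa488-labelled fibronectin into matrix | Input: 10000 AH1F cells/well | Medium: DMEM plus 2% serum, read in PBS | Reagent: Alexa488-fibronectin, 24 nM final in well | Compound dosing: One dose per compound, pinned | Schedule: 1 h adhesion, overnight exposure | Measured by: Fluorescence at 485 nm excitation, 525 nm emission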
RAD54 branch – inhibitors of human RAD54 branch migration, primary screen, biochemical, fluorescence, single point; RAD54 Holliday junction branch migration, FAM/BHQ fluorescence; inhibition, % at 10.4 µM; 360,000 compounds, 0.14% hits; DNA repair and recombination protein RAD54-like (Homo sapiens), Q92698;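 active means mean normalized replicate activity at least 40 and at least half of replicates scoring 40 or more; inconclusive means only one of the two criteria met; inactive means mean below 40 and under half of replicates reaching 40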;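 further: 0% = median of neutral control wells and 100% = median of positive control wells; inhibitors cause a drop in the FAM fluorescence signal; in these data hits start at about 50%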
Target sequence (Q92698 whole entry, looked up): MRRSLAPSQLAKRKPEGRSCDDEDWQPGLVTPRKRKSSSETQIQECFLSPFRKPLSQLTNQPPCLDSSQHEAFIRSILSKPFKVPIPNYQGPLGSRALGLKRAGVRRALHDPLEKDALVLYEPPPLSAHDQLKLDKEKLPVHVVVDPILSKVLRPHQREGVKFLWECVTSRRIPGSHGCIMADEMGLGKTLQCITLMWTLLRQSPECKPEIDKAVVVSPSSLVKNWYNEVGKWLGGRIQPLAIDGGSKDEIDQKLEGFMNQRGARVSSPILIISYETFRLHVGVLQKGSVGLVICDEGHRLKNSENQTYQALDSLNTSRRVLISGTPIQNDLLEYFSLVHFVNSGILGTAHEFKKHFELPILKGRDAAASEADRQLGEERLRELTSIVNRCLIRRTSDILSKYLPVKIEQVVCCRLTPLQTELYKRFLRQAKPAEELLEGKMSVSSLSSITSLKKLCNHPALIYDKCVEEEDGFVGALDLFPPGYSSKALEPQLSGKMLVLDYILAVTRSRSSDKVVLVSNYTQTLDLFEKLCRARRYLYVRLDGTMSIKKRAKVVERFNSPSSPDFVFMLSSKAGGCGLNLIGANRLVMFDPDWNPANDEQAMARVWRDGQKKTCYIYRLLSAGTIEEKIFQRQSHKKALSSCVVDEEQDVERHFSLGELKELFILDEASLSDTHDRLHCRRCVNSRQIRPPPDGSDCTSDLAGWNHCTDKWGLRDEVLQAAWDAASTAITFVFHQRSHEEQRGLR
Xi reactivation – activators of inactive X chromosome reactivation, primary screen, imaging, XiGFP fibroblasts, GFP high-content imaging, set 2; XiGFP mouse fibroblasts, % GFP-positive cells imaging, 3 d; cells co-treated with 5-aza-dC sensitizer; scaled so ellipticine positive control = 100%; activation, % at 7.58 µM; 360,000 compounds, 0.055% hits; AID 743238, 2013;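 active means mean normalized replicate activation at least 10% and every replicate at or above 10%; inconclusive means only one of the two criteria met; inactive means mean below 10% and not all replicates reach 10%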;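 further: 0% = median of on-plate neutral control wells and 100% = ellipticine 6 µM median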
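Assay system – SV40-immortalized XiGFP fibroblast cells, line 68-5-11 · Buffer or medium – DMEM supplemented with 5-aza-dC as sensitizing agent · Dosing – one concentration, pinned · Benchmarks – positive control ellipticine, 6 µM final · Times – 3 days compound exposure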
E-selectin induc – E-selectin induction in HUVECs, primary screen, imaging, HUVEC, immunofluorescence imaging, single point; 260,000 compounds, 0.37% hits; activation, % at 7.58 µM; P16581; normalized: neutral wells 0, TNF-alpha wells 100;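 active means mean E-selectin-positive cell signal at least 10% of the positive control, reached in at least 60% of replicates, without over 20% cell loss; inconclusive means no rule given, readout overlaps actives, possibly toxicity-flagged; inactive means the rest, including those meeting only one limit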;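 further: in these data hits start at about 27%; measured in HUVEC primary endothelial cells; signal is the percent of cells scored E-selectin positive by PE staining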
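Assay system: HUVEC, human umbilical vein endothelial cells / Amount: 3,000 HUVEC/well / Controls: TNF-alpha positive control, DMSO neutral control / Compound dosing: single concentration / Medium: EGM-2 over gelatin coat / Evaluation: percent E-selectin-positive cells / Signal: immunofluorescence imaging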
S100A4 MyoIIA – inhibitors of S100A4-myosin IIA peptide binding, primary screen, biochemical, fluorescence polarization, TAMRA-MyoIIA peptide; inhibition, % at 10.7 µM; 360,000 compounds, 0.14% hits; AID 652163, 2013;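 active means mean inhibition of at least 70% across replicates, with every replicate also reaching that level; inconclusive means mean inhibition reaches 70% but some replicates fall short; inactive means mean inhibition below 70%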
Target sequence (P26447 whole entry, looked up): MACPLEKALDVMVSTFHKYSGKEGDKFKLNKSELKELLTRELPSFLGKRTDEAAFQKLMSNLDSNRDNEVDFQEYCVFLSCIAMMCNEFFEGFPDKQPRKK
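Compound dosing: one dose per compound; test system: human S100A4 monomer with TAMRA-labelled myosin IIA peptide; probe or stimulus: TAMRA-labelled myosin IIA heavy-chain peptide probe, 5 nM; medium: HEPES buffer with Ca2+, pH 7.2; schedule: 5 min incubation before reading; benchmarks: neutral control DMSO, positive control TFP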
EWS-Fli block – EWS/Fli-driven NR0B1 reporter inhibitors, primary screen, A673 cells, NR0B1 luciferase, luminescence, MLPCN library. viability-normalised. inhibition, % at 12.6 µM. 350,000 compounds, 0.67% hits. AID 651661, 2012;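 active means mean inhibition of at least 50% after viability correction, with every replicate also passing that limit; inconclusive means mean reaches 50% but only one of two replicates passes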;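 further: firefly luciferase signal divided by Alamar Blue viability fluorescence both relative to DMSO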
* hit, by the source's call; u = inconclusive; x = not tested or not shown. Compounds as they come, and some 3% of all compounds hit somewhere here.

Values in the order: RAD52 anneal inh, esBAF inh, FN deposition inh, RAD54 branch, Xi reactivation, E-selectin induc, S100A4 MyoIIA, EWS-Fli block
- C[C@@H]1CCCCO[C@@H](CN(C)C(=O)NC2CCCCC2)[C@@H](C)CN([C@H](C)CO)C(=O)c2cc(NC(=O)Cc3ccccc3)ccc2O1
 : -10.3, 3.2, x, 0.2, 0.0, 0.1, 3.0, -2.4
- Cc1noc(C)c1NC(=O)N(C)C[C@H]1OCCCC[C@@H](C)Oc2ccc(NS(=O)(=O)c3cccs3)cc2C(=O)N([C@H](C)CO)C[C@H]1C
 : -11.7, 2.2, x, -1.4, -1.0, 3.3, 14.7, 1.5
- O=C(NCCN1CCNC1=O)C1CCC(=O)N(Cc2cccc(C(F)(F)F)c2)C1 (stereo unspecified)
 : -7.2, -4.1, -3.7, 10.5, 0.0, x, -5.7, x
- N#Cc1c(-c2ccc(F)cc2)cc(-c2ccccc2)nc1SCC(=O)NCC(=O)O
 : -8.4, -6.2, -2.9, x, -0.5, x, -11.6, 10.0
- CN1CCN(C(=O)C[C@@H]2C=C[C@H](NC(=O)Nc3ccccc3F)[C@H](CO)O2)CC1
 : x, -3.1, -7.8, x, 0.2, -0.1, x, -4.9
- CC(C)NC(=O)N(C)C[C@H]1Oc2ccc(NS(=O)(=O)c3ccc(F)cc3)cc2C(=O)N([C@H](C)CO)C[C@H]1C
 : -2.9, 0.6, 0.1, -16.1, 0.1, -0.1, 1.6, 1.0
- CC1CCN(C(=O)CSc2nnc(Cc3ccccc3)o2)CC1
 : -7.1, 5.8, -3.6, 17.0, 0.3, 4.9, -10.1, -9.0
- Cc1noc(C)c1S(=O)(=O)N(C)C[C@@H]1OCCCC[C@@H](C)Oc2ccc(NC(=O)CCCCCC(=O)Nc3ccccc3N)cc2C(=O)N([C@H](C)CO)C[C@@H]1C
 : -16.5, 2.0, x, 0.8, -0.3, 0.7, 4.8, -13.0
- CN(C)CCNC(=O)C(c1ccccc1)c1ccccc1
 : -10.6, -3.5, 0.0, -16.8, 0.4, 2.4, 2.8, -2.3
- Cc1ccnc(Nc2ccc(CCO)cc2)n1
 : -10.7, -6.8, -14.5, -2.3, 0.3, -0.2, -4.3, -45.2
- CC1(c2ccccc2)NC(=O)N(CC(=O)Nc2ccc(S(=O)(=O)Nc3ncccn3)cc2)C1=O (stereo unspecified)
 : -15.2, x, 1.7, -10.4, -0.1, 2.5, -2.0, 1.6
- C[C@@H]1CN([C@H](C)CO)S(=O)(=O)c2ccc(-c3cccnc3)cc2O[C@@H]1CN(C)CC1CC1
 : -1.3, -3.5, -6.7, 4.3, 0.3, -0.2, -1.4, -19.9
- O=C(CN1C(=O)NC2(CCCC2)C1=O)Nc1ccccc1N1CCCC1
 : -8.1, -1.5, 5.3, -0.3, -0.1, -0.2, -4.2, 6.7
- CCCNC(=O)CSC1=N/C(=C/c2ccc(F)cc2)C(=O)N1CC
 : -22.3, x, 9.8, -2.7, 0.0, x, -10.5, 14.8
- CCCC(=O)Nc1c2c(nn1-c1cccc(C)c1C)CS(=O)(=O)C2
 : -1.6, 2.4, 2.4, -5.9, 0.2, 0.0, -0.6, 3.5
- C[C@@H]1CCCCO[C@H](CN(C)Cc2ccc(C(=O)O)cc2)[C@H](C)CN([C@H](C)CO)C(=O)c2cc(NS(=O)(=O)c3ccc(F)cc3)ccc2O1
 : 9.4, -0.9, x, -2.2, -0.4, -0.2, -1.1, -2.9
- C[C@H](CO)N1C[C@H](C)[C@@H](CN(C)C(=O)NC2CCCCC2)OCCCC[C@H](C)Oc2ccc(NC(=O)Nc3ccc(F)cc3)cc2C1=O
 : -27.1, 9.2, 10.3, -0.6, -0.1, x, 0.6, 4.9
- COC(=O)C[C@@H]1CC[C@@H]2[C@@H](COc3ccc(NC(=O)Nc4cc(C)cc(C)c4)cc3C(=O)N2C)O1
 : 15.8, -3.5, -0.1, 5.8, 0.0, 0.1, 3.9, 44.4
- O=[N+]([O-])c1ccc(S(=O)(=O)N/N=C/c2ccco2)cc1
 : -12.3, x, -8.3, x, 0.0, x, 18.1, 5.1
- CN(C)C(=O)CC12CC3CC(C1)CC(CC(=O)N(C)C)(C3)C2
 : -10.1, x, 11.2, x, 0.1, x, -0.7, -36.6

A few values from the results shown:
Reading for `C[C@@H]1CCCCO[C@@H](CN(C)C(=O)NC2CCCCC2)[C@@H](C)CN([C@H](C)CO)C(=O)c2cc(NC(=O)Cc3ccccc3)ccc2O1` under E-selectin induc: 0.1
Reading for `Cc1noc(C)c1S(=O)(=O)N(C)C[C@@H]1OCCCC[C@@H](C)Oc2ccc(NC(=O)CCCCCC(=O)Nc3ccccc3N)cc2C(=O)N([C@H](C)CO)C[C@@H]1C` under S100A4 MyoIIA: 4.8
Reading for `CC1(c2ccccc2)NC(=O)N(CC(=O)Nc2ccc(S(=O)(=O)Nc3ncccn3)cc2)C1=O` (stereo unspecified) under S100A4 MyoIIA: -2.0

Further structures.
Values in the order: RAD52 anneal inh, esBAF inh, FN deposition inh, RAD54 branch, Xi reactivation, E-selectin induc, S100A4 MyoIIA, EWS-Fli block
- CCCCn1c(N)c(N(CC(C)C)C(=O)c2ccc(S(=O)(=O)N(CC)c3ccccc3)cc2)c(=O)[nH]c1=O
 : -12.7, 0.0, 4.4, 2.3, 0.0, -0.1, 0.0, -5.5
- O=S1(=O)N[C@@H](Cc2ccccc2)COc2cc(NC3CC3)ccc21
 : -5.6, x, -1.0, x, -0.1, 0.0, 0.3, 11.9
- N#C[C@@H]1[C@H](c2ccccc2C2=CCCCC2)[C@H](CO)N1C(=O)C1CCOCC1
 : 8.5, x, -8.4, x, 0.1, -0.1, 15.3, 2.2
- CCc1nc2ccc(C(=O)N(C)CCCN(C)C)cn2c1N(C)CCCc1ccccc1
 : 4.4, -3.0, 2.3, -5.7, 0.1, 2.0, 1.7, 7.8
- Cc1cccc(NC(=S)N(C)C)c1C
 : 2.0, -0.9, -4.4, x, -0.1, x, 0.8, 18.9
- C[C@@H](NC(=O)C[C@H]1C=C[C@H](NC(=O)Cc2ccccn2)[C@@H](CO)O1)c1ccccc1
 : -13.2, 1.5, 11.0, 1.6, 0.0, 0.5, -7.9, x
- Cc1c(OC(C)C(=O)NC2CC(C)(C)NC(C)(C)C2)ccc2c3c(c(=O)oc12)CCC3 (stereo unspecified)
 : -6.3, -2.4, 2.6, -1.2, 0.1, 0.1, 4.3, -0.4
- COc1ccc(S(=O)(=O)Nc2cccc3c2O[C@H](CN(C)S(=O)(=O)c2cccs2)[C@H](C)CN([C@H](C)CO)C3=O)cc1
 : -3.0, 3.8, x, 1.4, -0.4, -4.8, u, -7.1
- CC(=O)N(C)C[C@H]1Oc2cc(C#CC3(O)CCCC3)ccc2S(=O)(=O)N([C@H](C)CO)C[C@H]1C
 : -8.2, 2.0, -7.4, 3.4, -0.1, -0.1, -31.1, -9.3
- Cc1noc(C)c1S(=O)(=O)Nc1ccc2c(c1)C(=O)N([C@H](C)CO)C[C@H](C)[C@@H](CN(C)C(=O)Nc1ccc(C(F)(F)F)cc1)OCCCC[C@H](C)O2
 : -14.6, 8.4, x, -3.4, -0.8, 0.0, -19.9, -17.6

Some of the entries so far, as labelled records.
Cc1cccc(NC(=S)N(C)C)c1C
  RAD52 anneal inh = 2.0
  esBAF inh = -0.9
  FN deposition inh = -4.4
  RAD54 branch = x
  Xi reactivation = -0.1
  E-selectin induc = x
  S100A4 MyoIIA = 0.8
  EWS-Fli block = 18.9

O=S1(=O)N[C@@H](Cc2ccccc2)COc2cc(NC3CC3)ccc21
  RAD52 anneal inh = -5.6
  esBAF inh = x
  FN deposition inh = -1.0
  RAD54 branch = x
  Xi reactivation = -0.1
  E-selectin induc = 0.0
  S100A4 MyoIIA = 0.3
  EWS-Fli block = 11.9

Additional records follow:
Values in the order: RAD52 anneal inh, esBAF inh, FN deposition inh, RAD54 branch, Xi reactivation, E-selectin induc, S100A4 MyoIIA, EWS-Fli block
- COC(=O)c1ccc(C23CC4(C2)[C@H](CN(Cc2ccc(-c5ccccc5)cc2)[C@@H]4c2ccccc2)C3c2ccc(C(F)(F)F)cc2)cc1 (stereo partly specified)
 : -26.1, x, 0.3, x, 0.0, 0.1, -4.3, 3.4
- Cc1ccc2ncnc(NCCCCCC(=O)O)c2c1
 : -8.9, -1.3, -6.3, -22.9, 0.0, x, -3.9, 4.4
- Cc1nn(C)c(C)c1S(=O)(=O)N1CCC(C(=O)NCC2COc3ccccc3O2)CC1 (stereo unspecified)
 : -10.2, -0.3, 10.2, -4.8, 0.3, 1.0, -2.0, 7.9
- COCCn1c(SCC(=O)NCc2ccc3c(c2)OCO3)nnc1-c1c[nH]c2ccccc12
 : -7.5, 5.2, -6.0, 0.1, 0.5, x, -4.1, -2.9
- COC(=O)c1ccc(C2Nc3cccc4cccc(c34)N2)cc1
 : -25.2, -5.0, -8.7, -10.5, 0.6, -3.0, 6.0, -1.7
- COc1c2n(C)ccc3c-2n(c(=O)c1=O)c1ccccc31
 : -4.9, -12.7, x, 6.2, x, x, -0.5, -0.6
- C[C@@H]1CN([C@H](C)CO)C(=O)Cc2cc(N(C)C)ccc2O[C@@H]1CN(C)Cc1ccc(C(=O)O)cc1
 : -1.0, -4.8, -4.9, -4.7, 0.4, 0.2, -0.9, 2.0
- COC(=O)[C@]12CCCCC=C1N(CCc1ccc(OC)c(OC)c1)C(=O)[C@H](CC(=O)N1CCN(C(=O)c3ccco3)CC1)C2
 : -15.2, x, 2.5, x, -0.1, -10.1, -1.8, -6.1
- COc1ccc([C@H]2CC(=O)C=C(c3cccc(F)c3OC)C2)cc1
 : -15.0, -0.1, 13.6, -1.7, 0.0, 0.0, -2.5, 0.6
- COc1ccc(N2C(=O)CCC(C(=O)O)C2c2ccccc2OC)cc1 (stereo unspecified)
 : -11.2, x, -3.7, x, 0.2, 10.9, -2.4, -1.1
- COc1cc(OC)c(S(=O)(=O)N2CCN(C(=O)c3ccccc3F)CC2)cc1NC(C)=O
 : -1.0, x, 0.8, x, -0.2, 0.1, -3.8, 10.3
- CC(C)CCCC(C)NC(=O)c1cc(S(=O)(=O)N2CCCCC2)ccc1N1CCOCC1 (stereo unspecified)
 : -10.1, 4.8, -9.1, 2.7, 0.0, 1.2, 0.4, 8.0
